# FBW7 activator: FBW7 E3 ligase activators, primary screen, biochemical, AlphaScreen, human | F-box/WD repeat-containing protein 7 (Homo sapiens), Q969H0 | AlphaScreen FBW7–phospho-cyclin E peptide binding, activator screen | normalized activity (activation), % at 26.1 µM | 0.13% of 650,000 active; in the data active means normalized activity above about 1.9%;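 further: purified mutant Fbw7 with reduced substrate affinity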
# Target sequence (Q969H0 whole entry, looked up): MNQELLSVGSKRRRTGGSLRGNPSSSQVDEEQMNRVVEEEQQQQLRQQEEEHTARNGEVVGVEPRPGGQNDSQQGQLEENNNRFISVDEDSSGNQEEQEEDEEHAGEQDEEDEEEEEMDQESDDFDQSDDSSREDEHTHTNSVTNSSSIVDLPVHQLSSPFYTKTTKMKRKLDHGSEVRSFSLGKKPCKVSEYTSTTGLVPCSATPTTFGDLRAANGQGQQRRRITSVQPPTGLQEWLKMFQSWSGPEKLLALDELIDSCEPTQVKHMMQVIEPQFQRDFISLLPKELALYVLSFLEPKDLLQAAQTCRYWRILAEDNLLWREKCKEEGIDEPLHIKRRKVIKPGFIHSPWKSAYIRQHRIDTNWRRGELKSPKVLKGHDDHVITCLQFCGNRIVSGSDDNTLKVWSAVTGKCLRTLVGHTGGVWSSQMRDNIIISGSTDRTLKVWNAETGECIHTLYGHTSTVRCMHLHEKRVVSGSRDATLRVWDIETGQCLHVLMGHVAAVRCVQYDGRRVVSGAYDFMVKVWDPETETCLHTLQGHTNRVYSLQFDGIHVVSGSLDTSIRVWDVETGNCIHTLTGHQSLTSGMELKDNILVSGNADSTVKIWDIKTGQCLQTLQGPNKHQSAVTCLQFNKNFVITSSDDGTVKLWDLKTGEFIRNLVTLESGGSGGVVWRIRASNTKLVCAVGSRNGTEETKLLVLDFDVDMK
# MITF inh: MITF inhibitors, primary screen, biochemical, AlphaScreen, human; Microphthalmia-associated transcription factor (Homo sapiens), O75030; AlphaScreen MITF homodimerization, bead proximity signal; inhibition, % at 2.6 µM; 0.91% of 650,000 active; AID 1259374, 2018; in the data active means inhibition above about 50%;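 further: 0% = vehicle wells with protein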
# GPR151 activ: activators of human GPR151, primary screen, cell-based, PathHunter beta-arrestin, luminescence. PathHunter beta-arrestin GPR151 cells. G-protein coupled receptor 151 (Homo sapiens), Q8TDV0. AID 1508602, 2020. 1% of 650,000 active. activation, % at 11.2 µM; in the data active means activation above about 4.9%;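 further: 0% = median of compound wells and 100% = cells with positive control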
# Target sequence (Q8TDV0 whole entry, looked up): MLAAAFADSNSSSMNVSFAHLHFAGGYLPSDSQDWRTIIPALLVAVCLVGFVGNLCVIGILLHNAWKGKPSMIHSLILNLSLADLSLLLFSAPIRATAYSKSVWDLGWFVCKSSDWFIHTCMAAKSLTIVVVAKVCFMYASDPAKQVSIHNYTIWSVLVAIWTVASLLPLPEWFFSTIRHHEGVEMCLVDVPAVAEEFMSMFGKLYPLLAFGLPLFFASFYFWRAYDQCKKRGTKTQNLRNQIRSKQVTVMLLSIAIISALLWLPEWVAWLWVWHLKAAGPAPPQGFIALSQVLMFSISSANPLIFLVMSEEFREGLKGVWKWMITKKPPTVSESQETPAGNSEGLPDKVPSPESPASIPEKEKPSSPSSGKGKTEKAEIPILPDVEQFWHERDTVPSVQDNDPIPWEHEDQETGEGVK
# TEAD-YAP block: TEAD-YAP interaction inhibition, primary screen, TEAD-YAP interaction inhibitor project, luminescence, HEK-TIYL cells. TEAD-Gal4/YAP UAS-luciferase luminescence. inhibition, % at 9.12 µM. 1.4% of 640,000 active. AID 1259422, 2018; in the data active means inhibition above about 32%;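 further: 0% = median of test compound wells and 100% = reference inhibitor wells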
# * hit, by the source's call; x = not tested or not shown; & = joins results of further samples.
structure,FBW7 activator,MITF inh,GPR151 activ,TEAD-YAP block
CC1CCCC(NC(=O)C2N(Cc3ccc(F)cc3)C(=O)C3C(C(=O)Nc4cc(Cl)cc(Cl)c4)C4C=CC32O4)C1C (stereo not given),0.0,-16,1.0,-4
CCSc1nc2ccccc2cc1C#N,0.1,3,-0.5,-7
O=C(N/N=C/c1ccc([N+](=O)[O-])cc1)c1n[nH]c2c1CCCC2,0.1,8,0.8,1
O=Cc1ccccc1-c1ccc(Oc2ccccc2N2CCOCC2)nc1,-0.6,4,-0.1,6
COc1ccc(/C=N/NC(=O)c2c(C)nnn2-c2nonc2N)cc1,0.1,-12,1.0,-3
CCCOc1ccc(/C(O)=C2/C(=O)C(=O)N(CCN(CC)CC)C2c2ccc(F)cc2)c(C)c1 (stereo not given),0.1,-20,-0.2,-5
CCCOc1ccc(C(C)(CC(=O)O)C(=O)O)cc1 (stereo not given),-0.1,-16,2.2,0
Cc1cccc(N2C(=O)C3C4C=CC(O4)C3C2=O)c1 (stereo not given),0.1,1,0.2,7

# Continuation:
structure,FBW7 activator,MITF inh,GPR151 activ,TEAD-YAP block
CC(C)Sc1ncnc2c1oc1ccccc12,0.1,-20,2.6,0
COc1ccccc1C(=O)CSc1nnc(Nc2ccccc2)s1,-0.1,10,0.7,-4
O=C1N=C(N2CCCC2C(=O)O)S/C1=C\c1ccco1 (stereo not given),-0.3,4,11*,7
Cc1ccc2c(c1)N(CCCC(=O)N1CCC(C)CC1)C(=O)CO2,-0.3,-9,-0.3,-6
O=C(NCC1(c2cccs2)CCCC1)Nc1ccccc1,0.1,9,-0.7,7
COCCCNC(=O)CSc1nc2ccccc2c(=O)n1CCC(=O)NCCc1ccc(OC)c(OC)c1,0.1,-8,-0.1,-5
CC1(C)CC(=O)C([N+](=O)[O-])=C(NCCO)C1,-0.2,-7,0.5,0
CN(C)c1cccc(Nc2nccc(NCCN3CCOCC3)n2)c1,-0.1,-4,-0.9,3

# Carrying on.
structure,FBW7 activator,MITF inh,GPR151 activ,TEAD-YAP block
COc1ccc2oc(=Nc3cccc(C(C)=O)c3)c(C(N)=O)cc2c1,-0.1,6,0.0,-23
CC(CO)(CO)N=Cc1c(O)n(Cc2ccccc2)c(=O)[nH]c1=O,-0.1&0.1,-15&13,0.1&-0.5,2&9
COC(=O)c1ccc(NC(=O)CC2SCCNC2=O)cc1 (stereo not given),0.1,1,1.3,-39
CCNS(=O)(=O)c1ccc(NC(C)=O)cc1,0.7,6,-1.6,13
COc1ccc(CN2C(=O)/C(=C/c3ccncc3)SC2=S)cc1,0.7,-16,1.4,4
O=C(NCCCN1CCOCC1)/C(=N\O)c1ccccc1,-0.1,5,-0.6,13
CC(C)C1C(=O)Nc2cc(S(C)(=O)=O)ccc2N1C(=O)c1ccccc1 (stereo not given),0.1,4,-0.7,4
CC(C)=CCN1CCC2(CCC(CNS(=O)(=O)c3ccccc3)O2)CC1 (stereo not given),0.1,2,-0.8,17

# (listing goes on)
structure,FBW7 activator,MITF inh,GPR151 activ,TEAD-YAP block
COCc1cc(C)nc(SCC(=O)Nc2ccccc2)c1C#N,0.1,0,0.2,13
Cc1cc(/C=N/n2cnnc2)c(C)n1-c1cc(Cl)ccc1Cl,0.0,-10,-0.9,14
Cc1cccc2cc(C#N)c(N3CCCN(C(=O)C4CCCCC4)CC3)nc12,0.1,-7,0.8,-3
COC(=O)c1cc(S(=O)(=O)N2CCN(c3ccccc3F)CC2)cn1C,-0.2,3,0.3,8
CCc1nn(C(CC)C(=O)NC2CCCCC2)c(=O)c2cc3occc3n12 (stereo not given),0.0,-12,0.0,0
COC(=O)Oc1ccc(/C=N/NC(=O)CSCc2ccc([N+](=O)[O-])cc2)cc1OC,0.6,21,-0.1,11
O=C1N=C(N2CCOCC2)S/C1=C/c1ccc(Cl)cc1Cl,0.0,12,-1.4,-5
CC(C)C(=O)Nc1c(-c2cc(=O)oc3ccc(Cl)cc23)oc2ccccc12,0.7,13,0.6,-2

# The list goes on:
structure,FBW7 activator,MITF inh,GPR151 activ,TEAD-YAP block
O=C(Nc1ccccc1C(=O)Nc1cccnc1)c1ccco1,-0.2,-2,0.1,10
CCNc1cc(C)nc(NCCNC(=O)c2ccccc2F)n1,0.2,15,-1.5,17
Cc1cccc(OCCNC2CCCC2)c1C,0.1,17,1.8,3
O=C(COc1ccccc1F)Nc1ccc(-c2ccn[nH]2)cc1,0.1,-9,-0.3,-64
CCNS(=O)(=O)c1ccc(CCC(=O)Nc2cc([N+](=O)[O-])ccc2C)cc1,-0.2,3,3.6,0
OCCC1CN(Cc2nc3c(s2)CCCC3)CCN1CC1CCCCC1 (stereo not given),0.2,-2,-2.8,-1
O=C(Cn1cnc2ccccc2c1=O)NCc1ccccc1,-0.1,4,1.3,3
C=CCC(c1ccccc1)N(C(C)=O)c1ccco1 (stereo not given),-0.3,5,-0.2,-6

# Continued:
structure,FBW7 activator,MITF inh,GPR151 activ,TEAD-YAP block
O=C(Nc1ccccc1)c1cc([N+](=O)[O-])ccc1Cl,0.0&-0.1&-0.1,13&-15&-3&-2,-0.2&-2.5&-0.4&2.3,-19&21
CNC(=O)OC1c2ccccc2COc2ccc(OC)cc21 (stereo not given),-0.1,-2,1.3,11
Cc1cccc(NC(=O)c2cccc3c2SCCC3=O)n1,0.1,11,-0.6,-7
CC1(C)c2ccccc2N(Cc2ccccc2)C12C=Nc1c(ccc3ccccc13)O2 (stereo not given),0.0,13,-1.9,4
Cc1ccccc1Nc1nc(N)nc(COC(=O)c2ccc(N3CCCC3)c([N+](=O)[O-])c2)n1,0.2,-1,0.5,-7
CC12CS(=O)(=O)CC1SC(=S)N2c1ccccn1 (stereo not given),0.4,14,-1.0,6
S=C(NCc1ccco1)N1CCN(Cc2ccccc2)CC1,-0.1,1,0.5,-5
COc1cc(/C=C2\NC(=O)N(Cc3ccc(Cl)cc3)C2=O)ccc1O,0.0,2,-0.5,-4

# Further records.
structure,FBW7 activator,MITF inh,GPR151 activ,TEAD-YAP block
COC(=O)C1(C)NC(c2ccc(Cl)cc2)C2C(=O)N(c3ccccc3)C(=O)C21 (stereo not given),-0.1,11,0.0,-3
Cc1cc2c(o1)CCc1sc(N(C)C(=O)c3cccs3)nc1-2,-0.1,6,1.1,-21
CCc1ccc(-c2nc3cc(NC(=O)c4ccc(F)cc4)ccc3o2)cc1,0.7,17,-1.7,-7
CCN(CC)C(=O)/C=C/c1ccc(-c2cccc([N+](=O)[O-])c2)o1,0.1,16,-1.4,-70
COC(=O)C1=C(C)NC(=O)NC1c1cc(Cl)cc(OC)c1OCC(=O)O (stereo not given),-0.5,-13,2.7,-4
CCOC(=O)c1sc(C)c(C(=O)NC2CCCCC2)c1N,0.1,12,-1.8,-23
Cc1ccccc1C1=N/C(=C\c2cccc(Br)c2)C(=O)O1,0.0,4,-0.3,6
CC(NC(=O)CC1CCCCC1)c1nc2cccnc2n1C(C)C (stereo not given),0.0,-1,2.4,1

# Additional records follow.
structure,FBW7 activator,MITF inh,GPR151 activ,TEAD-YAP block
CCCCC1=NN2C(=N)/C(=C/c3ccc(OCCOc4ccc(C)cc4C)cc3)C(=O)N=C2S1,0.0,1,0.2,2
Cc1ccc([N+](=O)[O-])cc1NC(=O)c1cccc(S(=O)(=O)N2CCCCC2)c1,0.0,-10,-0.2,-5
Cc1cc(Cl)ccc1OCC(=O)Nc1c(C)n(C)n(-c2ccccc2)c1=O,-0.1,-8,0.9,2
CCCNC(=O)c1cccc(Nc2nccc3ccccc23)n1,-0.2,-2,0.1,-6
Cc1cc(C)n(C(=O)CN2C(=O)c3ccccc3C2=O)n1,-0.1,-12,-0.2,1
CCOC(=O)c1sc(N2C(=O)C(=O)/C(=C(/O)c3ccccc3)C2c2ccccc2)nc1C (stereo not given),0.1,7,-0.9,5
CCCCCC(=O)Nc1ccc(S(=O)(=O)Nc2cc(OC)nc(OC)n2)cc1,-0.1,-5,0.6,-7
Cc1ccc(-n2nc3c(c2NC(=O)CCC2CCCCC2)CSC3)cc1,0.1,6,0.0,-2

# Next part.
structure,FBW7 activator,MITF inh,GPR151 activ,TEAD-YAP block
Nc1nnc(SCC(=O)Nc2ccc(Cl)c(Cl)c2)s1,0.2,-6,3.3,-9
CCOc1ccccc1C(=O)Nc1nc(C(C)(C)C)cs1,0.2,0,1.1,6
COC(=O)[C@@H]1C[C@@H](NC(=O)c2ccc(OC)cc2)CN1CC1=CC[C@H]2C[C@@H]1C2(C)C,0.1,0,-0.5,-1
O=C1OC(c2ccc(Cl)cc2Cl)=N/C1=C/c1ccc(Cl)c(Cl)c1,-0.1,5,-0.8,2
CC(C)C[C@@H]1NC(=O)[C@H]2CN(CCc3ccccc3)CCN2C1=O,1.0,15,-0.6,8
CNc1nc2[nH]c(=O)c3c(c2s1)OC(N)=C(C#N)C3c1cccc(F)c1 (stereo not given),-0.1,12,0.7,-15
CCOc1ccc(NC(=O)Cn2cnc3sc4c(c3c2=O)CCCC4)cc1,0.5,16,-1.1,7
COc1ccccc1C(=O)Nc1nnc(-c2ccccc2C)s1,0.1,-1,-0.5,-33

# Sorted by number of heavy atoms (smallest number first): 3 of the compounds above
structure,FBW7 activator,MITF inh,GPR151 activ,TEAD-YAP block
CCc1nn(C(CC)C(=O)NC2CCCCC2)c(=O)c2cc3occc3n12 (stereo not given),0.0,-12,0.0,0
COC(=O)[C@@H]1C[C@@H](NC(=O)c2ccc(OC)cc2)CN1CC1=CC[C@H]2C[C@@H]1C2(C)C,0.1,0,-0.5,-1
COCCCNC(=O)CSc1nc2ccccc2c(=O)n1CCC(=O)NCCc1ccc(OC)c(OC)c1,0.1,-8,-0.1,-5

# Next entries:
structure,FBW7 activator,MITF inh,GPR151 activ,TEAD-YAP block
O=C1N[C@@H](Cc2c[nH]c3ccccc23)C(=O)N2C[C@@H](NCc3cnn(-c4cccc(F)c4)c3)C[C@@H]12,-0.1,-10,-1.4,-10
COc1ccc2c(c1)NC1(CCN(C(=O)Cn3cnc4ccccc43)CC1)c1cccn1-2,0.3,4,-1.3,16
Cc1cc(C)c2oc(-c3ccc(NC(=O)c4ccc([N+](=O)[O-])o4)cc3)nc2c1,0.1,4,0.0,-9
O=C(COC(=O)c1cncc(Br)c1)NCC12CC3CC(CC(C3)C1)C2,-0.1,-7,4.7,-6
O=C(NNS(=O)(=O)c1ccccc1)c1ccncc1,-0.3,-2,0.1,-6
CCOC(=O)C(NC(=O)CC)(Nc1ccc(S(=O)(=O)Nc2onc(C)c2C)cc1)C(F)(F)F (stereo not given),0.2,-5,-1.3,4
CCN1CCN(C(CNC(=O)C(=O)NCc2ccc(F)cc2)c2cccnc2)CC1 (stereo not given),0.0,-5,1.8,-1
O=C(Cn1cnc([N+](=O)[O-])c1[N+](=O)[O-])Nc1cc(Oc2ccccc2)cc([N+](=O)[O-])c1,0.0,16,0.3,42*

# Next section.
structure,FBW7 activator,MITF inh,GPR151 activ,TEAD-YAP block
O=C(Nc1ccc(Br)cc1F)c1ccc([N+](=O)[O-])cc1Cl,-0.1,0,-0.4,-53
CCOc1ccc2oc(-c3ccccc3)c(C(=O)N3CCOCC3)c2c1,-0.3,1,-0.1,-17
OCCN1CCN(CCCN2c3ccccc3C=Cc3ccccc32)CC1,-0.1,3,2.2,x
COc1ccc(-c2ncc(CN3CCCC(N4CCOCC4)C3)cn2)cc1 (stereo not given),-0.1,7,0.9,-21
COc1ccc(/C(O)=C2\C(=O)C(=O)N(c3nnc(C)s3)C2c2ccc(C(C)C)cc2)cc1 (stereo not given),-0.1,2,-0.4,10
COc1cc2c(cc1OC)C(COc1ccccc1OC)N(C(=O)c1ccccc1C)CC2 (stereo not given),0.3,29,-1.1,15
CCOc1ccc(Cl)cc1/C=N/N1C(=O)C2C3C=CC(C3)C2C1=O (stereo not given),0.0,3,1.4,10
NC(C(=O)O)C12CC3CC(CC(Br)(C3)C1)C2 (stereo not given),0.0,20,0.9,3

# (list continues)
structure,FBW7 activator,MITF inh,GPR151 activ,TEAD-YAP block
COC(=O)C1=C(C)NC2=C(C(=O)CC(c3ccc(OC)cc3)C2)C1c1ccncc1 (stereo not given),0.0,4,1.2,-5
COC(=O)C1=C(O)/C(=C\c2ccccc2C(F)(F)F)N=C1C,0.0,2,-0.8,-3
NC(=O)c1cc2[nH]c3ccccc3c2[n+](-c2ccc([N+](=O)[O-])cc2)c1N,0.0,-1,-0.5,17
CSc1cccc(CN2CCC(CCC(=O)NC3CC3)CC2)c1,0.0,10,-0.8,-4
CCOC(=O)C1CCN(c2nc(-c3ccc(C)cc3)nc3ccccc23)CC1,-0.1,2,-0.5,2
Cc1cccn2cc(-c3cccc(NC(=O)c4ccc(N5C(=O)C6CCCCC6C5=O)cc4)c3)nc12 (stereo not given),-0.2,-2,3.5,-19
Cc1ccc(NC(=O)CCC(=O)NNC(=S)NCc2ccc(F)cc2)cc1C,0.1,9,-0.4,13
CC1=C(C(=O)OCCOC(C)C)C(c2cccc(OCc3ccccc3)c2)NC(=O)N1 (stereo not given),0.1,4,0.5,-13
NCCCNc1ccc(C(=O)Nc2ccc(Cl)cc2)cc1[N+](=O)[O-],0.3,20,-0.3,-24

# Whole records as entered above. Order of screens: FBW7 activator | MITF inh | GPR151 activ | TEAD-YAP block
# O=C(Cn1cnc([N+](=O)[O-])c1[N+](=O)[O-])Nc1cc(Oc2ccccc2)cc([N+](=O)[O-])c1 is listed with 0.0 | 16 | 0.3 | 42*
# Cc1ccccc1Nc1nc(N)nc(COC(=O)c2ccc(N3CCCC3)c([N+](=O)[O-])c2)n1 is listed with 0.2 | -1 | 0.5 | -7

# Bioassay records deposited in PubChem by The Scripps Research Institute Molecular Screening Center.
